Screening data as filed in PubChem.
EP2 mod – EP2 receptor modulators, cAMP readout, primary screen, cell-based, HTRF cAMP, PGE2 stimulation; Prostaglandin E2 receptor EP2 subtype (Homo sapiens), P43116; EP2-expressing cells, cAMP HTRF FRET, PGE2 co-stimulation; induction, % at 25 µM; hit rate 0.83% among 260,000; AID 940, 2007;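 active = compounds whose cAMP rise, as percent of the full-agonist control response, exceeds 60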;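 also: rat C6 glioma line stably carrying human EP2 under a CMV promoter; the protocol text gives 20 µM as final concentration; 100% = response of wells given 1 µM PGE2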
Target sequence (P43116 whole entry, looked up): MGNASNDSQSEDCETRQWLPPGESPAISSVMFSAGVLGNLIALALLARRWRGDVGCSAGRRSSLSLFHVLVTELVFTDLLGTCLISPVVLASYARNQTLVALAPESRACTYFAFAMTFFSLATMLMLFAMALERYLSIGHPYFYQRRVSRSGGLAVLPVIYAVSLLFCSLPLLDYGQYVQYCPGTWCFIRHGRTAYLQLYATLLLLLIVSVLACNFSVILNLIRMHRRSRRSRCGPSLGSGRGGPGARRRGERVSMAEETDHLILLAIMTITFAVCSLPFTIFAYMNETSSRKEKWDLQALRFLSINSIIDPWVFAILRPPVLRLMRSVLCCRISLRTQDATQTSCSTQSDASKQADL
Rad51 HR inh – human RAD51 strand exchange inhibitors, primary screen, biochemical, fluorescence; inhibition, % at 10 µM; hit rate 0.085% among 200,000; AID 1385, 2008; hRad51 DNA strand exchange, fluorescence dequenching; DNA repair protein RAD51 homolog 1 (Homo sapiens), Q06609;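 active = inhibition above 40% at the single screening dose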;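 also: 0% = DMSO control wells and 100% = blanks with heterologous ssDNA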
Target sequence (Q06609 whole entry, looked up): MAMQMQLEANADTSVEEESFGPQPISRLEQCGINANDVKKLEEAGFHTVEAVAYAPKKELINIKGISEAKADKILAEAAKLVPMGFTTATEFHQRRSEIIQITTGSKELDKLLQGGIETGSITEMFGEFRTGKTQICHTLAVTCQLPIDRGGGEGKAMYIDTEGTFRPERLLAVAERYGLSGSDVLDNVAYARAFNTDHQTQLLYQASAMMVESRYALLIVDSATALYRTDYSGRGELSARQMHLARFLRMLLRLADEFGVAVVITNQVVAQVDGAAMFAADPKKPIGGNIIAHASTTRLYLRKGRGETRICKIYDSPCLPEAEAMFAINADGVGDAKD
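Assay system: Human Rad51 nucleoprotein filaments preassembled on unlabelled ssDNA | Reagent: Donor/quencher-labelled 47-bp dsDNA substrate | Doses: One concentration, 10 µM final | Times: 37 °C 15-min filament assembly, 30-min compound preincubation, 15-min exchange | Technique: Fluorescein emission 520 nm, excitation 485 nm | Benchmarks: Plate control and blank wells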
EP2 antag – human EP2 receptor antagonists, primary screen, TR-FRET cAMP, C6 glioma cells | Prostaglandin E2 receptor EP2 subtype (Homo sapiens), P43116 | C6 glioma cells expressing human EP2; cells stimulated with saturating PGE2 | AID 1422, 2008 | inhibition, % at 25 µM | hit rate 0.52% among 260,000;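 active = percent inhibition above 40 after rounding to a whole number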;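 also: rat C6 glioma host cells with rolipram phosphodiesterase inhibitor present; the protocol text gives 20 µM as final concentration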
m-calpain inh – inhibitors of pig calpain II, primary screen, biochemical, fluorogenic peptide substrate, 1536-well; purified calpain II, 30 min; inhibition, % at 16 µM; hit rate 0.37% among 220,000; AID 1236, 2008;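 active = inhibition above about 50%, limit read from the data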
Hck Nef HTS – inhibitors of Nef-activated human Hck kinase, primary screen, biochemical, Z-Lyte FRET, 384-well, Hck-YEEI; Tyrosine-protein kinase HCK (Homo sapiens), P08631; Recombinant Hck-YEEI plus Nef, Z-Lyte FRET kinase assay; inhibition, % at 20 µM; hit rate 0.68% among 220,000;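 active = Hck-Nef kinase inhibition above about 50%, limit read from the data; inactive = inhibition below that limit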;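 also: 0% = DMSO with Hck plus Nef and 100% = Hck alone without Nef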
eIF4E 4G PPI – eIF4E–eIF4G protein interaction inhibitors, primary screen, biochemical, uHTS, TR-FRET, eIF4GI fragment. inhibition, % at 21.7 µM. TR-FRET eIF4E-eIF4GI(517-606) binding, 2 h. hit rate 0.37% among 220,000;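 active = inhibition above about 30%, limit read from the data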;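 also: 0% = full FRET control wells and 100% = background wells lacking eIF4GI fragment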
zVAD death inh – inhibitors of zVAD-triggered necroptosis, primary screen, L929 cells; hit rate 0.38% among 220,000; viability rescue, % at 10 µM; L929 zVAD necroptosis rescue, ATP luminescence, 24 h; with zVAD 60 µM;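 active = activation, scaled between plate controls, above about 75%, limit read from the data; inactive = activation under that limit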;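 also: 0% = zVAD with DMSO and 100% = DMSO alone without zVAD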
14-3-3 Bad inh – inhibitors of 14-3-3 zeta/Bad binding, primary screen, biochemical, TR-FRET, bovine 14-3-3 zeta; hit rate 0.71% among 220,000; inhibition, % at 21.7 µM; 14-3-3 protein zeta/delta (Bos taurus), P63103; TR-FRET 14-3-3zeta/Dy647-pBad peptide displacement, 1 h;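 active = inhibition above about 70%, limit read from the data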;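 also: 0% = full 14-3-3 plus peptide FRET controls and 100% = background without 14-3-3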
Target sequence (P63103 whole entry, looked up): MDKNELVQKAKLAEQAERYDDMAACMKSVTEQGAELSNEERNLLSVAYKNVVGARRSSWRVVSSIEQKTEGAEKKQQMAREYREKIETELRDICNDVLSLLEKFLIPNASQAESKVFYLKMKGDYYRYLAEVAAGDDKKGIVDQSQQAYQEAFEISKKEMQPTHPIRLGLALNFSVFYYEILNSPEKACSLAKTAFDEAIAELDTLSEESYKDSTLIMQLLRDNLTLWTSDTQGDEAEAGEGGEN
TbHK1 inh – Trypanosoma brucei hexokinase 1 inhibitors, primary screen, biochemical, G6PDH-coupled NADH absorbance, MLSCN library; hexokinase 1 [Trypanosoma brucei]; recombinant TbHK1, G6PDH-coupled NADH A340; inhibition, % at 10 µM; hit rate 0.11% among 220,000;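 active = inhibition of 50% or more in the single-dose primary screen; inactive = inhibition below 50%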
* hit, by the source's call; i = inactive; . = not tested or not shown; + = active, no number; [ ] = dose if it differs, or a comment.

SMILES | EP2 mod | Rad51 HR inh | EP2 antag | m-calpain inh | Hck Nef HTS | eIF4E 4G PPI | zVAD death inh | 14-3-3 Bad inh | TbHK1 inh
COCc1cc(C)nc(OCC(=O)N/N=C/c2ccc(OC)c(OC)c2)c1C#N | -5 | -5 | 6 | 2 | 1 | -1[fluorescence artefact?] | 1.9 | -13[fluorescence artefact?] | -6
CN(C)C=NC(=O)c1cc(C(=O)c2ccc(F)cc2)c[nH]1 | -15 | 28 | 11 | -16 | 2 | -1 | 1.2 | -14 | -12
Cc1ccc(C)c(NC(=S)NC(NC(=O)Cc2cccc3ccccc23)C(Cl)(Cl)Cl)c1 (stereo not given) | 5 | 10 | . | -2 | -20 | -4 | -0.8 | 18[fluorescence artefact?] | 9
C=CCn1c(SCc2nc3ccccc3c(=O)[nH]2)nc2ccccc2c1=O | -6 | -3 | 19 | -33 | -3 | 2 | -0.1 | 11 | 19
COC(=O)c1ccc(COc2ccccc2/C=C(\C#N)C(=O)Nc2c(C)cccc2C)cc1 | 43 | . | 12 | -71 | 7 | -4[fluorescence artefact?] | -0.9 | -10 | -7
N#CNC(=Nc1cccc(C(F)(F)F)c1)SCc1ccc(C(=O)O)cc1 | 1 | 13 | 6 | 33 | 5 | 4 | -0.1 | -2 | -4
Cc1cc(O)c(C(C)C)cc1NC(=O)c1ccc(Cl)cc1 | -1 | -6 | 12 | -7 | 0 | 0 | 0.7 | -5 | -3
COc1ccc(N2CCN(C(=O)CSc3nnc4c(C)cc5c(C)cc(C)cc5n34)CC2)cc1 | -4 | -2 | 8 | -201 | 0 | -14 | 4.2 | 2 | -6
O=C(Nc1cccc(NC(=O)c2cccnc2)c1)c1cccnc1 | 13 | -3 | -8 | -11 | -1 | -3 | 1.4 | -12 | -1
CCCCC(CC)CNC(=O)C1CC=CCC1C(=O)O (stereo not given) | 17 | 4 | 5 | 4 | 0 | 11 | -0.8 | 2 | 36
COc1ccc(C(C(=O)Nc2ccc3c(c2)OCO3)N(C)C(=O)Cc2c[nH]c3ccccc23)cc1 (stereo not given) | -9 | 4 | 10 | -34 | 0 | -3[fluorescence artefact?] | 1.1 | -26 | 0
Cc1ccccc1N1C(=O)CC(Nc2ccc3c(c2)OCO3)C1=O (stereo not given) | 5 | 7 | 10 | -19 | 6 | 3 | 2.5 | -10 | -4
COc1ccc(C)cc1N1C(=N)/C(=C2/Nc3ccccc3S2)C(c2ccccc2)C1=O (stereo not given) | 6 | 19 | 5 | -30 | 7 | 7[fluorescence artefact?] | . | -1[fluorescence artefact?] | -13
COc1ccc(-c2cnnn2-c2ccc(NC(=O)c3ccc(S(=O)(=O)N4CCCCC4)cc3)cc2)cc1 | -4 | 11 | 0 | -56 | -7 | -22[fluorescence artefact?] | 4.2 | 3 | -5
CCCSc1nc(NCc2ccco2)c2c3c(sc2n1)COC(C)(CC)C3 (stereo not given) | 0 | 4 | 5 | -78 | -1 | -6 | -0.1 | -7 | 6

Among those listed so far, these have a Cl atom:
SMILES | EP2 mod | Rad51 HR inh | EP2 antag | m-calpain inh | Hck Nef HTS | eIF4E 4G PPI | zVAD death inh | 14-3-3 Bad inh | TbHK1 inh
Cc1ccc(C)c(NC(=S)NC(NC(=O)Cc2cccc3ccccc23)C(Cl)(Cl)Cl)c1 (stereo not given) | 5 | 10 | . | -2 | -20 | -4 | -0.8 | 18[fluorescence artefact?] | 9
Cc1cc(O)c(C(C)C)cc1NC(=O)c1ccc(Cl)cc1 | -1 | -6 | 12 | -7 | 0 | 0 | 0.7 | -5 | -3

Returning to the listing, repeating the five entries before the break.
SMILES | EP2 mod | Rad51 HR inh | EP2 antag | m-calpain inh | Hck Nef HTS | eIF4E 4G PPI | zVAD death inh | 14-3-3 Bad inh | TbHK1 inh
COc1ccc(C(C(=O)Nc2ccc3c(c2)OCO3)N(C)C(=O)Cc2c[nH]c3ccccc23)cc1 (stereo not given) | -9 | 4 | 10 | -34 | 0 | -3[fluorescence artefact?] | 1.1 | -26 | 0
Cc1ccccc1N1C(=O)CC(Nc2ccc3c(c2)OCO3)C1=O (stereo not given) | 5 | 7 | 10 | -19 | 6 | 3 | 2.5 | -10 | -4
COc1ccc(C)cc1N1C(=N)/C(=C2/Nc3ccccc3S2)C(c2ccccc2)C1=O (stereo not given) | 6 | 19 | 5 | -30 | 7 | 7[fluorescence artefact?] | . | -1[fluorescence artefact?] | -13
COc1ccc(-c2cnnn2-c2ccc(NC(=O)c3ccc(S(=O)(=O)N4CCCCC4)cc3)cc2)cc1 | -4 | 11 | 0 | -56 | -7 | -22[fluorescence artefact?] | 4.2 | 3 | -5
CCCSc1nc(NCc2ccco2)c2c3c(sc2n1)COC(C)(CC)C3 (stereo not given) | 0 | 4 | 5 | -78 | -1 | -6 | -0.1 | -7 | 6
Cc1nnc(NC(=O)CSc2nc(CC(C)C)nc3c2c(=O)n(C)c(=O)n3C)s1 | 30 | 2 | 5 | -10 | 4 | -2 | -0.9 | -5 | 1
Cc1ccc(C(=O)NCCSC(C)(C)C)cc1[N+](=O)[O-] | 12 | . | 14 | -7 | 4 | -2 | 1.5 | 0[fluorescence artefact?] | -4
CSc1ccccc1NC(=O)c1ccccc1C | 8 | 9 | 11 | -11 | -4 | 47* | 0.6 | -8 | -6
CCCCn1c(N)c(N(CC)C(=O)CSc2nnnn2-c2cc(C)ccc2C)c(=O)[nH]c1=O | 7 | 1 | 6 | 14 | 22 | 1 | -1.1 | -8 | -6
COc1ccc(Cl)cc1NS(=O)(=O)c1ccc(S(=O)(=O)N2CCCC2)cc1 | -14 | 1 | 9 | -2 | 0 | 2 | 1.6 | 2 | 2
CC1=CC(C)(C)N2C(=O)C(=O)c3cc(OC(=O)c4ccco4)cc1c32 | -56 | -103 | 8 | -4 | 41 | -1 | 0.2 | -3 | 1
Cc1ccc(C)c(-n2c(C)cc(/C=N/NC(=O)c3c(C)nc4cc(C)ccn34)c2C)c1 | 4 | -3 | 12 | -64 | 2 | -1[fluorescence artefact?] | -0.2 | 2 | -55
Cc1snc2sc(C(=O)c3ccc(F)cc3)c(N)c12 | -13 | . | 6 | -25 | 11 | -9 | 0.3 | 2 | -8
CCN(C(=O)COC(=O)c1cc(=O)[nH]c2ccccc12)C1CCS(=O)(=O)C1 (stereo not given) | 6 | 8 | 6 | -46 | 27 | -4 | -0.1 | 4 | -19
Cc1csc(SCC(=O)Nc2ncc(Cl)c(C)c2Cl)n1 | 6 | 3 | 9 | 7 | -1 | 5 | -0.2 | 3 | 1
COc1ccccc1NC(=O)c1cc(C(=O)O)ccc1C(=O)O | 18 | -2 | 5 | 21 | 0 | -8 | -0.3 | 15 | 4
O=[N+]([O-])c1ccc(Cl)cc1CNc1ccc(F)c(F)c1 | 26 | . | 8 | -1 | 0 | 6[fluorescence artefact?] | 0.6 | -15 | 22
COc1ccc(/C=C/C(=O)NCc2ccccn2)cc1OC | -15 | 5 | 11 | -52 | 18 | -4 | 0.7 | -14 | -18
COc1ccc(NC(=O)CC2Sc3ncnn3C2=O)cc1 (stereo not given) | -6 | 13 | 5 | -37 | -34 | 1 | -0.2 | 10 | 2
Cn1c(=O)c2c(nc(CN3CCN(Cc4ccccc4)CC3)n2Cc2ccc(Cl)cc2)n(C)c1=O | 3 | -7 | 9 | -47 | 1 | 0 | 1.1 | 5 | -21
CC(C)CNS(=O)(=O)c1ccc(OCC(=O)Nc2ccc3c(c2)OCO3)c(Cl)c1 | -17 | 2 | 2 | 44 | 10 | 9 | -0.6 | 9 | -1
Cc1ccc2oc(=O)n(Cc3ccccc3OC(C)C)c2c1 | 67* | 6 | 13 | 46 | 3 | -21 | 0.1 | 4 | 2
Cc1ccc(NC(=O)c2c(-c3c(F)cccc3Cl)noc2C)cc1F | 29 | 5 | 9 | 8 | -7 | 2 | -1.7 | 6 | 6
O=c1c2sccc2n(Cc2cc(=O)n3ccccc3n2)c(=O)n1-c1ccccc1 | -7 | 2 | 7 | -36 | 3 | -1 | 0.4 | -9 | 16
COc1ccccc1N1C(=O)C2CCC(c3ccccc3)CC2C1=O (stereo not given) | 10 | 22 | 11 | 16 | 3 | 4[fluorescence artefact?] | 0.4 | 1 | -7
OCC(O)/C=N/Nc1nc(N2CCCCC2)nc(N2CCCCC2)n1 (stereo not given) | 38 | 18 | 8 | -29 | -19 | -3 | 0.3 | -17 | -6
CCCOc1ccc(N2C(=O)CC(N3CCN(c4ccccc4OC)CC3)C2=O)cc1 (stereo not given) | 6 | -5 | 7 | -1 | 4 | 7 | 1.4 | 4 | -2
O=C(c1ccc2c(c1)OCO2)N1CCN(c2ccccc2)CC1 | -15 | . | 11 | 12 | -2 | -4[fluorescence artefact?] | -0.3 | -17[fluorescence artefact?] | 3
CC(=O)c1cc2c(cc1NC(=O)c1ccco1)OCCO2 | 7 | 4 | 6 | -20 | -11 | 0 | 1.8 | 11 | 0
Cc1[nH]c2ccccc2c1SCc1nnc(SCc2ccccc2)n1C | -36 | -9 | 14 | 35 | 4 | 1 | -0.5 | -6 | -6
CCN(CC)C(=O)C1CCCN(Cc2ccccc2)C1 (stereo not given) | 8 | 7 | 15 | -33 | -7 | -8[fluorescence artefact?] | -0.1 | 80* | 3
N=C1C(c2ccccc2)=C(O)CN1c1cccc(S(=O)(=O)NCc2ccco2)c1 | -16 | 0 | 6 | -9 | 15 | 2 | 1.0 | 1 | -13
CCNC(=O)NC(=O)COC(=O)CNC(=O)COc1ccccc1 | 17 | -10 | 8 | 44 | -4 | -8 | 5.2 | -1 | 1
CC(=O)Nc1ccc(-c2nnc(SCC(=O)c3ccc4c(c3)Cc3ccccc3-4)n2C)cc1 | 1 | 8 | 10 | -121 | 5 | -3 | 0.3 | -5 | -25
COCCCn1c(=N)c(C(=O)NC2CCCCC2)cc2c(=O)n3ccccc3nc21 | 11 | -8 | 15 | i | + | -2 | -0.8 | -11 | 2
COc1cccc(/C=N/Nc2cc(Cl)nc(C)n2)c1O | -23 | -3 | 14 | 20 | 12 | 0 | -3.3 | -2 | -25
O=C(C1CC1)N(CCN(C(=O)C1CC1)c1ccccc1)c1ccccc1 | 22 | 8 | 22 | -11 | 1 | -3[fluorescence artefact?] | -0.3 | -7[fluorescence artefact?] | 3

An excerpt; count on the stated rates, not on these rows.
